SSB-PriA inh: blocks PriA binding to SSB C-terminal tail. AlphaScreen SSBct-PriA binding, biotinylated peptide. inhibition, % at 33 µM. actives 0.6% (n = 430,000). AID 1272365; in the data active means inhibition mostly above about 37%, no sharp cut-off; inactive means mostly below about 20%;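 further: plate controls were negative control peptide for no effect and reference peptide for full effect; strong numbers were not always called active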
BoNT-A LC inh2: blocks Botulinum neurotoxin A light chain protease | AID 588499 | multiplex microsphere protease substrate cleavage, flow cytometry | actives 0.17% (n = 360,000) | inhibition, % at 10 µM; further: plate controls were buffer without enzyme for full effect and enzyme alone for no effect
BH1578 lux ind: inducers of Vibrio cholerae quorum light production without autoinducers. V. cholerae BH1578 lux reporter, luminescence, 6 h. activation, % at 18.7 µM. actives 0.16% (n = 350,000); in the data active means activation mostly above about 9.7%, no sharp cut-off; inconclusive means no clear call, values can overlap the other calls; inactive means mostly below about 3.7%; further: not every result past the cut was called active; inactives centre near 0; reference of the scale not given here
SARS 3CLpro inh: SARS-CoV 3CLpro protease inhibition; inhibition, % at 6 µM; actives 0.14% (n = 290,000); P0C6X7; recombinant SARS-CoV 3CLpro, quenched FRET peptide cleavage; in the data active means inhibition above about 12%
PfHsp40 yeast: rescue of PfHsp40-mediated yeast toxicity | S. cerevisiae expressing PfHsp40, growth rescue, ATP luminescence | growth rescue, % at 12.5 µM | actives 0.68% (n = 340,000) | AID 504582; in the data active means growth rescue above about 28%, passing the limit was not always enough; inconclusive means no clear call, values can overlap the other calls;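 further: yeast W303a lacking pdr1 and pdr3 grown in galactose medium; growth measured after three days at 30 °C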
Anthrax LF prot: inhibitors of Bacillus anthracis lethal factor protease | inhibition, % at 10 µM | multiplex microsphere protease cleavage assay, LF | P15917 | actives 0.12% (n = 360,000); further: plate controls were buffer without enzyme for full effect and enzyme alone for no effect
CCHFV vOTU inh: blocks the CCHF virus ovarian tumor domain protease; CCHFV vOTU protease, Pep-AMC fluorescence; inhibition, % at 11.5 µM; actives 0.55% (n = 370,000); AID 651958; in the data active means inhibition above about 30%; further: 0% = vehicle wells with enzyme and 100% = no enzyme wells
DUSP3 inh: DUSP3 (human) phosphatase inhibition. P51452. recombinant VHR phosphatase, pNPP absorbance. inhibition, % at 13.3 µM. actives 0.52% (n = 290,000). AID 1654; in the data active means inhibition above about 50%; further: some compounds called inactive have numbers as strong as hits
TcdB GH inh: TcdB glycohydrolase inhibition. inhibition, % at 9.99 µM. P18177. actives 0.24% (n = 350,000). TcdB glycohydrolase enzymatic assay, plate reader; in the data active means inhibition above about 10%
Y pestis TopoI: inhibitors of Yersinia pestis topoisomerase I | Y. pestis Topo-I cleavage product accumulation, plate reader | actives 0.064% (n = 360,000) | AID 504884 | activity, % at 10 µM; in the data active means activity above about 50%, passing the limit was not always enough; inconclusive means no clear call, values can overlap the other calls; further: inactives centre near 2
Starred values were filed as active, the others as inactive; i = inactive; ? = inconclusive; · = not tested or not shown; & = joins results of further samples. Unless noted, no stated cut-off is given here; in the data, active means inhibition above about 30%; inconclusive means no clear call, values can overlap the other calls; inactive means below that. Only part of the results is shown. The share of hits here may be higher or lower than overall.

SMILES	SSB-PriA inh	BoNT-A LC inh2	BH1578 lux ind	SARS 3CLpro inh	PfHsp40 yeast	Anthrax LF prot	CCHFV vOTU inh	DUSP3 inh	TcdB GH inh	Y pestis TopoI
Cc1ccc(S(=O)(=O)NCC(=O)NCCc2c[nH]c3ccccc23)cc1C	11	-2.6	i	-5	0.4	-2	-6	14	0.6	-12
CCOC(=O)C1=C(CSc2n[nH]c(N)n2)NC(=O)NC1C (stereo not drawn)	-10	1.1	0.8	-3	2.0	2	3	24	1.0	-12
O=C(CCC(=O)N(CC(=O)NC1CCCC1)C1CCCCC1)Nc1ccccn1	-2	-0.3	-0.3	3	0.6	0	2	30	1.0	-3
Cc1cc(NC(=O)CCC2COc3ccccc3O2)no1 (stereo not drawn)	10	-0.7	i	0	0.2	-3	5	6	·	4
COc1ccc(CCN2CC(C(=O)N3CCN(C(C)=O)CC3)CCC2=O)cc1 (stereo not drawn)	-10	1.4	i	-1	-1.0	0	-10	20	0.8	9
C=CCn1c(Oc2ccc(C(=O)OC)cc2)nc2c1c(=O)n(C)c(=O)n2C	-15	-0.5	-0.8	-2	-0.3	-5	-6	17	·	7
CC(C)Oc1ccc(C(=O)Nc2cccc3cccnc23)cc1	-15	-0.7	-0.2	2	-0.5	3	-3	5	0.7	4
CN1CCN(C(=O)c2cc(Br)cn2C)CC1	-3	-4.1	-0.1	-6	-1.0	5	6	22	0.2	-2
COc1cc2c(c(OC)c1CC=C(C)C)C[C@H](c1ccc(O)cc1O)CO2	12	-0.7	-0.3	·	?	1	10	·	-1.5	-35
CCNC(=O)Cn1c(=O)c(=O)n(Cc2ccccc2)c2ccc(Cl)cc21	-6	-0.1	i	2	-1.2	0	-4	8	·	-4
CCN(CC)C(=O)[C@H]1C[C@H](CC(=O)NC(C)(C)C)C(=O)N2CCc3c([nH]c4ccc(Cl)cc34)[C@]12C	3	-0.6	i	·	-0.6	-1	1	·	2.1	15
COc1cccc(CN2CCN(C(=O)c3cccc(OC)c3)CC2)c1	-5	-0.5	-0.3	-2	-1.3	18	-7	-12	2.7	4
O=C(C1=C[C@@H](c2ccc3c(c2)OCO3)C[C@@H](OCCCCO)O1)N1CCN(Cc2ccc3c(c2)OCO3)CC1	1	-0.6	i	-3	1.4	1	-3	7	0.7&1.4	2
COc1cccc(NC(=O)NNC(=O)c2ccc3c(c2)NC(=O)C(C)(C)O3)c1	-2	-1.5	-0.2	-5	-1.7	-2	-7	-26	-1.6	-5
CCNC(=O)C1(C)CCN(Cc2ccc(OC(F)(F)F)cc2)C1 (stereo not drawn)	·	-0.3	-2.5	·	·	-2	-14	·	0.8	-8
CC1CC(C)CN(S(=O)(=O)N2CCCC(C(=O)NCCCN3CCOCC3)C2)C1 (stereo not drawn)	2	-0.1	-0.9	-4	-2.1	-5	15	20	0.7	-9
O=[N+]([O-])c1ccc2c(c1)C(O)n1ncnc1S2 (stereo not drawn)	-8	-0.2	i	1	-1.3	-5	9	14	-0.5	3
Cc1c(NC(=O)CN2C(=O)NC3(CCCCC3)C2=O)c(=O)n(-c2ccccc2)n1C	12	-0.5	1.7	0	1.2	-5	1	8	0.9	3
CCNC(=S)NNC(=O)c1ccc(OC)cc1	-2	0.4	i	0	0.8	2	-9	10	0.8	-4
NS(=O)(=O)c1ccc(CCNC(=O)CNC(=O)c2ccccc2F)cc1	2	-0.5	-0.2	-1	-0.9	-2	1	-9	0.2	-5
Cc1ccc(/C=N/NC(=O)Nc2ccccc2)o1	·	0.1	-0.2	5	-0.8	-1	-8	-2	0.5	-4
Cc1ccc(/C=N/n2c(C)n[nH]c2=S)o1	·	1.1	i	4	0.0	0	5	10	·	-3
NC(=S)Nc1nccc(-c2cccs2)n1	2	-0.9	i	2	-0.4	-5	5	12	1.3	3
Cc1csc2ncc(C(=O)N3c4ccccc4CC3C)c(=O)n12 (stereo not drawn)	-9&-6	0.6	-0.2	-4	2.2	-5	20	-6	3.2	-1
Nc1ccc(C(=O)N2N=C(c3ccc(F)cc3)CC2(O)C(F)(F)F)cc1 (stereo not drawn)	3	0.7	-1.0	-1	-0.5	-3	9	15	1.2	2
CCOc1ccc(OCC)c(NC(=O)C2C3C=CC(O3)C2C(=O)O)c1 (stereo not drawn)	·	0.4	i	·	·	-8	-2	·	-1.3	-2
CC(C)CC1NC(=S)N(C2CCCCC2)C1=O (stereo not drawn)	8	1.0	0.8	-6	0.9	-5	6	31	·	3
COc1ccc(Cc2nc(N)nc(N)n2)cc1	3	-0.2	·	-5	-0.1	-3	5	13	0.8	4
COCCCNC(=S)N/N=C/c1ccc(OC)c(Br)c1	·	-1.2	0.5	3	1.5	2	5	19	0.6	9
CC(/C=C/c1ccccc1F)=N\NC(=O)c1cccc(F)c1	·	-0.9	-0.4	-4	1.4	-2	5	12	1.1	5
COC(=O)C1=C(C)N(Cc2ccccc2)C(=NCc2cccc(C(F)(F)F)c2)N[C@H]1c1cccc(C(F)(F)F)c1	-10	-0.8	-0.8	·	1.8	2	·	·	·	3
CC(C)CNS(=O)(=O)c1ccc(CCC(=O)NC2CCCC2)cc1	-1	-0.7	-0.9	2	-1.2	2	8	52*	0.7	-6
O=c1oc(/C=C/c2ccco2)nc2sc3c(c12)CCC3	-9	0.0	i	-2	-0.4	-4	4	19	·	-2
CCOC(=O)CC[C@H](NC(=O)Cn1cc(C)c(=O)[nH]c1=O)C(=O)OCC	-2	0.0	-0.2	·	0.6	-6	1	·	1.0	-4
Cc1ccc(OCc2ccc(C(=O)Nc3nccs3)o2)cc1C	-10	-0.4	i	1	-0.6	-1	6	17	·	3
CCN1CCN(C(c2cccs2)C(C)NC(=O)c2ccccc2)CC1 (stereo not drawn)	-14	-0.5	i	-10	0.3	4	-3	35	-0.9	2
O=C1N(Cc2cccc(Cl)c2)C[C@@H]2C[C@@H](c3ccccn3)N3CCC[C@@]123	-7	1.1	0.1	-1	-0.6	8	-6	12	0.2	6
O=C(NNC(=O)c1cc(C(F)(F)F)cc(C(F)(F)F)c1)c1ccc(Cl)cc1	-9	-1.1	i	-1	·	-2	-4	12	1.3	-3
C=CCn1c(SCC(=O)Nc2nc3ccccc3s2)nc(O)c(CC)c1=O	-5	-7.0	i	3	0.3	9	-7	6	1.3	-10
CN(C(=O)Cn1cnc2ccccc2c1=O)C1CCS(=O)(=O)C1 (stereo not drawn)	-3	·	-1.1	·	0.2	·	-1	·	-0.5	1
CCCCCCCCCCCCC(=O)CCCCC(=O)O	-7	-0.6	-0.2	7	-1.2	-3	-2	-6	-0.5	28
C[C@H]1OC[C@@H](C[N+](C)(C)C)O1	-8	0.6	5.0	-2	-1.0	1	6	9	0.0	-6
O=C1CC(c2ccccc2)Cc2nc(NCc3ccco3)ncc21 (stereo not drawn)	1	-1.5	i	6	3.3	-2	4	10	·	8
O=C(NCC(c1cccnc1)N1CCOCC1)c1ccc2c(c1)OCO2 (stereo not drawn)	-8	0.8	-0.4	-2	-0.4	0	-13	3	·	-5
CC1CN(C(=S)Nc2ccc(Br)cc2)CC(C)O1 (stereo not drawn)	-3	0.3	i	2	-1.6	-10	-16	18	1.5	6
CCN(CC)S(=O)(=O)c1cc(NC(=O)CSc2nnc(N)s2)ccc1C	-16	0.2	i	·	0.8	2	9	·	0.6	-8
O=C(NCCCN1CCOCC1)[C@@H]1CSC2c3ccccc3C(=O)N21 (stereo partly drawn)	-14	0.8	1.5	5	-0.5	5	-3	10	·	16
CCOC(=O)C1CCCN(C(=O)c2oc3ccccc3c2C)CC1 (stereo not drawn)	·	-0.7	-2.5	·	·	-5	-11	·	0.0	20
C/C(=N\NC(=O)Cc1ccc(Cl)cc1)c1ccc(F)cc1	·	0.9	i	2	0.7	0	4	-29	-0.4	-1
CCN(CC)C(=O)Cn1cc(S(=O)(=O)CC(=O)N2CCOCC2)c2ccccc21	-6	0.9	-2.2	-2	0.7	3	14	18	1.1	5
O=C(COc1ccc(Br)cc1Cl)Nn1cnnc1	-5	0.3	-0.4	0	0.5	-3	-4	20	-1.1	5
CC(=C/c1ccccc1)/C=N/NC(=O)c1ccccn1	i	·	-0.8	-3	-1.2	·	12	34	-1.2	-5
COc1ccc(NC(=O)CCNS(=O)(=O)c2cc(Br)cnc2N)c(OC)c1	-6	1.4	-6.1	-2	2.3	0	6	-25	-0.3	4
Cn1cc(CN2CCC(O)CC2)c(-c2ccc(Oc3ccccc3)cc2)n1	7	-0.3	-0.5	-6	-0.6	-2	15	13	-8.4	3
N#CCOC(=O)C1c2ccccc2Oc2ccccc21	-4	-3.1	-0.2	0	0.4	-2	-12	46	2.4	1
O=C(CCCCCN1C(=O)c2ccccc2C1=O)Nc1ccccc1	-12	1.1	-1.7	4	-0.4	-2	2	16	·	12
CCCCN(CC)Cc1ccc(CNC(=O)Nc2ccc(Cl)cc2)o1	8	-1.3	-0.4	-1	0.4	2	11	-15	1.5	-9
Cc1cc(C)n(C(=O)/C=C/c2cccs2)n1	-10&-17	0.2	-0.6	-1	-1.0	-4	-6	-7	3.3	-2
O=C1CC(c2ccco2)CC2=C1C1c3ccccc3C(=O)N1c1ccccc1N2 (stereo not drawn)	19	-0.5	3.4	3	0.5	-5	-2	14	·	22
CC(NC(=O)COC(=O)C1CCN(c2ccc(C(F)(F)F)cn2)CC1)c1ccccc1 (stereo not drawn)	·	-0.2	-0.8	·	·	2	18	·	0.5	20

Whole records, quoted from the list. Screens in order: SSB-PriA inh	BoNT-A LC inh2	BH1578 lux ind	SARS 3CLpro inh	PfHsp40 yeast	Anthrax LF prot	CCHFV vOTU inh	DUSP3 inh	TcdB GH inh	Y pestis TopoI
Entry for O=C(CCCCCN1C(=O)c2ccccc2C1=O)Nc1ccccc1 → -12	1.1	-1.7	4	-0.4	-2	2	16	·	12
Entry for O=C(COc1ccc(Br)cc1Cl)Nn1cnnc1 → -5	0.3	-0.4	0	0.5	-3	-4	20	-1.1	5
Entry for COc1ccc(NC(=O)CCNS(=O)(=O)c2cc(Br)cnc2N)c(OC)c1 → -6	1.4	-6.1	-2	2.3	0	6	-25	-0.3	4
Entry for O=C1CC(c2ccco2)CC2=C1C1c3ccccc3C(=O)N1c1ccccc1N2 (stereo not drawn) → 19	-0.5	3.4	3	0.5	-5	-2	14	·	22

(listing goes on)
SMILES	SSB-PriA inh	BoNT-A LC inh2	BH1578 lux ind	SARS 3CLpro inh	PfHsp40 yeast	Anthrax LF prot	CCHFV vOTU inh	DUSP3 inh	TcdB GH inh	Y pestis TopoI
COc1cccc(CN(C(=O)c2ccccc2)C2CCS(=O)(=O)C2)c1 (stereo not drawn)	-5	-0.4	1.7	-4	0.2	2	-2	1	2.9	-10
Cc1cc(C)c(OCC(=O)NCC(c2ccco2)N2CCCCC2)c(C)c1 (stereo not drawn)	-10	1.0	-0.1	·	0.1	1	7	·	1.7	13
O=C1c2ccccc2C(=O)C1c1ccccc1	-4	-0.8	i	-5	-0.5	-1	8	12	0.6	1
CCCCN(C)CC(O)Cn1cc(/C=C/C(=O)c2cccs2)c2ccccc21 (stereo not drawn)	1	17	-0.2	-2	-0.6	20	·	-10	·	-21
CC(C)COc1ccc(C(=O)N(Cc2ccco2)C2CCS(=O)(=O)C2)cc1 (stereo not drawn)	-8	-0.5	i	7	0.0	-9	-2	4	·	21
Brc1cccc(-c2nnc3sc(CNC4CCCC4)cn23)c1	-5	-0.5	-0.3	-7	0.2	5	10	6	2.3	-8
COc1ccccc1-c1n[nH]c(=S)o1	-6&-11	1.3	i	4	-2.5	-2	22	10	·	12
Cc1ccc(C)c(N(C(=O)c2snc(C(N)=O)c2N)C(C(=O)NCC2CCCO2)c2ccc(C)o2)c1 (stereo not drawn)	-3	-3.6	-0.2	9	0.7	21	-40	-3	-0.3	11

Screening data from PubChem BioAssay.
